# Bioassay records from PubChem.
# TPT1 inh: C. albicans TPT1 enzyme inhibition. inhibition, % at 5 µM. recombinant caTPT1, FP RNA substrate dephosphorylation. 0.81% of 300,000 active;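 active = inhibition above the mean of all tested compounds plus 3 SD, set per screening campaign, cut at about 24% in these data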;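 also: plate controls were DMSO alone for no effect and ferristatin control at 100 nM for full effect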
# AHR activator: activators of human aryl hydrocarbon receptor; P35869; AHR-responsive luciferase reporter cells, luminescence; activation, % at 5 µM; 2.5% of 320,000 active; AID 2796; in the data active = activation above about 47%;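 also: 0% = vehicle wells and 100% = reference agonist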
# PAFAH2 FP inh: inhibitors of human PAFAH2; recombinant PAFAH2, FP-rhodamine activity probe, fluorescence polarization; Q99487; AID 492956; inhibition, % at 3.39 µM; 0.99% of 340,000 active;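 active = inhibition above the mean over all tested compounds plus 3 SD, cut at about 30% in these data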;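 also: inhibitors block probe labeling of enzyme so polarization drops; 0% = enzyme with DMSO and 100% = wells lacking PAFAH2 protein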
# Fh CTSL1 inh: cathepsin L1 inhibition, PFM18AAP counter-screen. 0.49% of 300,000 active. recombinant F. hepatica cathepsin L1, Z-Leu-Arg-MCA fluorescence. inhibition, % at 5.96 µM;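 active = inhibition above the mean of all tested compounds plus 3 SD, set per screening campaign, cut at about 17% in these data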;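 also: 0% = plate median of test compound wells and 100% = 1 µM Z-Phe-Ala-diazomethylketone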
# proCasp7 act: counter-screen for procaspase-3 activators: activators of human procaspase-7 | P55210 | recombinant procaspase-7, Ac-DEVD-pNA absorbance 405 nm; D23A/D198A/D206A triple mutant, cannot self-cleave; scale: DMSO 0, 5 µM enzyme 100 | activation, % at 8.5 µM | 0.093% of 330,000 active | AID 463210;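 active = percent activation above the screen-wide mean plus 3 SD, cut at about 25% in these data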
# Target sequence (P55210 whole entry D23A/D198A/D206A): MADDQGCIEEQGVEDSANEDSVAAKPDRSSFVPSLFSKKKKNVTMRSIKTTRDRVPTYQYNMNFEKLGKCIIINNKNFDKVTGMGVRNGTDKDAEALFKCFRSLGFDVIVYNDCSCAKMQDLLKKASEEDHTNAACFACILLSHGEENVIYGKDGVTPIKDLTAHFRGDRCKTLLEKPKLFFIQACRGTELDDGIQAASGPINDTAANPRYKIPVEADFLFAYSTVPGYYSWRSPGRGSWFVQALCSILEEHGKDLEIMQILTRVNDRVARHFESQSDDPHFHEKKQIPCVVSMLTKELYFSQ
#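 Test system: Procaspase-7 triple mutant (PC-7 D3A). Also added: Ac-DEVD-pNA substrate, 400 µM as added. Schedule: 1 h enzyme–compound preincubation and 2 h substrate reaction, both 25 °C. Signal: p-Nitroaniline absorbance at 405 nm, read at 0 and 120 min. Control set: low DMSO alone, high DMSO plus 5 µM PC-7.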
# PP5 primary: inhibitors of human protein phosphatase 5 (PP5) | inhibition, % at 6.7 µM | 0.18% of 320,000 active | purified PP5c, OMFP substrate fluorescence | P53041;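 active = inhibition above the campaign's mean inhibition across all tested compounds plus 3 SD, cut at about 9.5% in these data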;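 also: 0% = DMSO only and 100% = 100 µM cantharidin control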
# Target sequence (P53041 whole entry, looked up): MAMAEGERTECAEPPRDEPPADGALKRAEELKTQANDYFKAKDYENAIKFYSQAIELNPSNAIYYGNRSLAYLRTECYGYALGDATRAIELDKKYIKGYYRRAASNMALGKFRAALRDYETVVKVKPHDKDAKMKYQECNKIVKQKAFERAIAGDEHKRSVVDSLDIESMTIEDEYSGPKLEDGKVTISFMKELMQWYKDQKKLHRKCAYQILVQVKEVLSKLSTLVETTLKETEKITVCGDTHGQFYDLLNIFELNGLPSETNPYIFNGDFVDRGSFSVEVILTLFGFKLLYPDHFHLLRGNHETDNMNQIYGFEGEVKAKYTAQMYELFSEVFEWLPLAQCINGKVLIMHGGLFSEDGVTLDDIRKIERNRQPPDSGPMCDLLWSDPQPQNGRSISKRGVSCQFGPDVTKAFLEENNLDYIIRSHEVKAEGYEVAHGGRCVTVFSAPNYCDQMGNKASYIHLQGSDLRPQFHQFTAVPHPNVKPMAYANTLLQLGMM
# core dimer inh: blocks dimerization of HCV core protein. TR-FRET GST/Flag-core106 dimerization, 1536-well. 0.33% of 300,000 active. inhibition, % at 5 µM;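 active = inhibition above the mean of all tested compounds plus 3 SD, set per screening campaign, cut at about 45% in these data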
#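 System: GST/Flag-tagged HCV core106 proteins. Incubation: compound-protein-antibody incubation 4 h at 22.5 °C. Technique: HTRF with 340 nm excitation, 617/671 nm emission. Medium: KF-containing HEPES buffer, pH 7.45, DTT, CHAPS, BSA. Read-out: inhibition (%) from 671 over 617 nm ratio. Also added: Eu(K)-anti-GST 90 ng/mL plus XL665-anti-Flag 1 µg/mL.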
# PP1 inh: counter-screen for PP5 inhibitors: inhibitors of human PP1-alpha | P62136 | purified PP1alpha, OMFP fluorescence | 0.9% of 320,000 active | inhibition, % at 6.7 µM | AID 2235;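 active = inhibition above the mean inhibition of all tested compounds plus 3 SD, computed separately for each screening campaign, cut at about 15% in these data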
# proCasp3 act: activates human procaspase-3; recombinant procaspase-3 D3A, Ac-DEVD-pNA absorbance 405 nm; activation, % at 8.5 µM; 0.11% of 330,000 active; P42574;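 active = activation above the mean of all tested compounds plus 3 SD, cut at about 21% in these data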;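 also: 0% = DMSO alone and 100% = DMSO wells spiked with extra 5 µM PC-3 D3A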
#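 Assay system – Procaspase-3 D3A mutant, all three cleavage aspartates alanine · Controls – DMSO-only low control, 5 µM PC-3 D3A high control · Schedule – 1 h compound preincubation, 2 h substrate hydrolysis at 25 °C · Signal – 405 nm absorbance of p-nitroaniline, reads at 0 and 120 min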
# An asterisk follows results filed as active; . = no result given. Rows were taken by chance; 5.6% or so of the library scored in one or more.
# Sequence of screens: TPT1 inh	AHR activator	PAFAH2 FP inh	Fh CTSL1 inh	proCasp7 act	PP5 primary	core dimer inh	PP1 inh	proCasp3 act
[1] Cc1onc(-c2ccccc2)c1C(=O)N/N=C/c1ccc([N+](=O)[O-])s1
  2	3	-2	-2	-7	3.8	-2	4	1
[2] S=C1CCC(c2ccc(Cl)cc2)=NN1c1ccccc1
  -3	11	-6	-3	6	1.7	6	-2	2
[3] CC1=Nn2c(nnc2-c2ccc(F)cc2)SC1
  0	-2	3	0	-8	-0.1	-3	1	-1
[4] O=C(N/C=C/c1ccco1)Nc1cccc(Cl)c1
  34*	3	.	-2	5	-1.5	21	-3	-19
[5] COc1ccc(NC(=O)CN(C)C2=NS(=O)(=O)c3ccccc32)cc1Cl
  .	-3	-2	.	7	.	.	.	1
[6] Cc1cc(=O)oc(C)c1C(=O)Nc1cccc2ccccc12
  -2	1	0	2	-4	-0.4	-12	-3	-5
[7] COCCNC(=O)c1c(N)n(/N=C/c2ccc(F)cc2)c2nc3ccccc3nc12
  0	6	.	3	-11	0.4	0	1	-14
[8] COc1ccc(-c2noc(CSc3nc(N)cc(=O)[nH]3)n2)cc1
  1	4	1	-2	-7	1.6	-1	1	3
[9] C[C@H](CO)N1C[C@H](C)[C@H](CN(C)CC2CCCCC2)Oc2ccc(NS(=O)(=O)c3ccc(F)cc3)cc2CC1=O
  .	-1	5	.	-5	.	.	.	7
[10] CCNC(=S)SCCOc1ccccc1C
  0	2	-1	0	-4	-1.6	-5	-4	-6
[11] CCCc1c(C)nc(N2CCN(c3ccc(F)cc3)CC2)[nH]c1=O
  2	-6	1	-1	-6	1.0	0	-3	6
[12] COc1ccc2nc(SCC(=O)Nc3ccc4c(c3)OCCO4)[nH]c2c1
  -1	15	-3	-2	6	0.7	1	-5	5
[13] COc1cc(/C=C/C(=O)Nc2cc(S(=O)(=O)N3CCOCC3)ccc2N2CCCC2)cc(OC)c1OC
  1	13	2	1	-17	1.1	-8	1	-15
[14] COc1ccc(N(CC(=O)NC2CCCCC2)C(=O)CNC(=O)c2ccco2)cc1
  0	-1	1	1	9	0.8	-1	2	4
[15] O=C(CNCc1ccccc1Cl)Nc1ccc2c(c1)OCCO2
  1	13	3	2	-1	-1.1	-3	-1	-5

# Random excerpt: 6 entries already listed.
# Sequence of screens: TPT1 inh	AHR activator	PAFAH2 FP inh	Fh CTSL1 inh	proCasp7 act	PP5 primary	core dimer inh	PP1 inh	proCasp3 act
[2] S=C1CCC(c2ccc(Cl)cc2)=NN1c1ccccc1
  -3	11	-6	-3	6	1.7	6	-2	2
[6] Cc1cc(=O)oc(C)c1C(=O)Nc1cccc2ccccc12
  -2	1	0	2	-4	-0.4	-12	-3	-5
[12] COc1ccc2nc(SCC(=O)Nc3ccc4c(c3)OCCO4)[nH]c2c1
  -1	15	-3	-2	6	0.7	1	-5	5
[13] COc1cc(/C=C/C(=O)Nc2cc(S(=O)(=O)N3CCOCC3)ccc2N2CCCC2)cc(OC)c1OC
  1	13	2	1	-17	1.1	-8	1	-15
[15] O=C(CNCc1ccccc1Cl)Nc1ccc2c(c1)OCCO2
  1	13	3	2	-1	-1.1	-3	-1	-5
[14] COc1ccc(N(CC(=O)NC2CCCCC2)C(=O)CNC(=O)c2ccco2)cc1
  0	-1	1	1	9	0.8	-1	2	4

# Remaining list, next part
# Sequence of screens: TPT1 inh	AHR activator	PAFAH2 FP inh	Fh CTSL1 inh	proCasp7 act	PP5 primary	core dimer inh	PP1 inh	proCasp3 act
[16] O=C(CSc1nnc(-c2cccnc2)n1-c1ccc(F)cc1)NCc1ccc2c(c1)OCO2
  -2	5	-3	1	-1	3.6	-1	0	3
[17] CCCCNC(=O)c1nn2cc(Br)cnc2c1Br
  -5	16	.	-2	-10	1.2	5	-1	-1
[18] CCOc1ccc(S(=O)(=O)NNS(=O)(=O)c2ccc(C)cc2C)cc1
  -5	-1	-16	1	-18	1.0	-15	0	-9
[19] Cc1cc(NC(=O)c2cc(-c3ccccn3)nc3ccc(Br)cc23)no1
  -1	13	2	-1	-8	-0.4	-94	-3	3
[20] FC(F)(F)c1cc(-c2cccs2)nc(N2CCOCC2)n1
  0	7	-6	9	-1	2.4	4	2	10
[21] Cc1cccc(OCc2ccc(C(=O)Nc3cc(C)on3)o2)c1
  -1	4	-3	-3	-12	-2.9	3	2	-2
[22] O=C(NCCN1CCCC1)c1ccc(Cn2c(=S)[nH]c3cc4c(cc3c2=O)OCO4)cc1
  -4	-4	-2	1	6	3.3	-1	8	10
[23] CN(CC(=O)N(C)CC(=O)Nc1c(Cl)cccc1Cl)Cc1ccc(Br)s1
  .	1	4	.	-10	2.5	.	-3	6
[24] COCCCNc1nc(N)c([N+](=O)[O-])c(NCc2ccccc2)n1
  -1	2	3	5	12	1.8	-10	0	12
[25] Cc1c(NC(=O)C2CCN(S(=O)(=O)c3ccccc3)CC2)c(=O)n(-c2ccccc2)n1C
  2	6	12	3	7	-0.7	0	-3	1
[26] O=C(c1ccco1)N1CCCN(Cc2nc(-c3cccs3)no2)CC1
  3	1	-3	-2	5	1.2	1	0	9
[27] Cc1ccsc1C(=O)NC(C)c1ccccc1 (configuration not stated)
  -3	-1	9	1	-6	1.5	-1	-1	-7
[28] O=C1Nc2ccccc2C1(c1ccccc1)c1ccccc1
  -6	1	-2	3	12	3.1	4	2	-6
[29] CC(C)(C)c1csc(NC(=O)Cc2ccc(S(=O)(=O)N3CCOCC3)s2)n1
  2	3	-7	0	0	5.1	10	6	-5
[30] O=C(c1cc(-c2cccc(O)c2)on1)N1CCOCC1
  3	-1	-5	-3	-1	1.3	-9	3	1

# TPT1 inh, what is marked active above
no.	SMILES	TPT1 inh	AHR activator	PAFAH2 FP inh	PP5 primary	core dimer inh	proCasp3 act
4	O=C(N/C=C/c1ccco1)Nc1cccc(Cl)c1	34*	3	.	-1.5	21	-19

# (more compounds)
# Sequence of screens: TPT1 inh	AHR activator	PAFAH2 FP inh	Fh CTSL1 inh	proCasp7 act	PP5 primary	core dimer inh	PP1 inh	proCasp3 act
[31] Cn1cc(-c2ccccc2C(=O)O)c(=O)c2ccccc21
  -2	2	1	1	11	-0.2	1	-2	-2
[32] NC(=O)c1ccc(C(=O)c2ccc([N+](=O)[O-])cc2)cc1
  -1	-3	5	0	2	-1.7	-5	-1	7
[33] COc1cccc(CC2(CO)CCCN(Cc3ccc4c(c3)OCCO4)C2)c1 (configuration not stated)
  0	2	4	3	8	-2.3	4	0	1
[34] Cc1nnc(N/N=C/c2ccccc2F)n1N
  -2	19	-10	0	-6	0.8	0	0	4
[35] CCN1CCN(c2nc3ccccn3c(=O)c2/C=C(\C#N)S(=O)(=O)c2ccccc2)CC1
  4	-1	9	-4	1	-0.4	5	-7	-11
[36] COCCSc1nnc(NC(=O)C2CCCCC2)s1
  -1	0	-4	2	0	5.2	4	-3	3
[37] CCCN(CCC)S(=O)(=O)c1ccc(N2CCCC2=O)c([N+](=O)[O-])c1
  2	-2	4	0	17	-1.8	-4	-2	-14
[38] NS(=O)(=O)c1ccc(NC(=O)CN2CCN(S(=O)(=O)/C=C/c3ccccc3)CC2)cc1
  -4	-2	-5	5	3	-0.2	1	2	7
[39] Cc1cc2ncn(C(=O)c3ccc(F)cc3)c2cc1C
  -2	10	-3	-2	2	-1.2	16	1	2
[40] CC(C)c1nc(N2CCOCC2)c(C#N)c2c1COC(C)(C)C2
  -1	-3	6	2	7	-0.9	5	-3	1
[41] NC(N)=NCC(O)CN(c1ccccc1)c1ccccc1 (configuration not stated)
  -1	0	.	1	9	-0.6	-3	1	7
[42] COc1ccc(OC)c(C(=O)c2ccc(Cl)cc2)c1
  -5	0	2	-2	0	1.9	-2	8	-3
[43] Cc1ccc2c(c1)CCCN2C(=O)c1ccoc1C
  2	4	-4	1	-4	-1.7	7	0	0
[44] O=C(NCc1ccc(Cl)cc1)C1CCC(CNS(=O)(=O)c2ccccc2)CC1 (configuration not stated)
  -3	1	5	-1	-2	0.6	-2	0	5
[45] COc1ccc(-c2nc(CS(=O)(=O)CC(=O)NCc3ccccc3Br)c(C)o2)cc1
  -5	3	1	-2	7	2.7	5	1	-4
[46] O=C(NC12CC3CC(CC(C3)C1)C2)c1ccc(N2CCNCC2)c([N+](=O)[O-])c1
  3	1	0	-19	8	0.4	0	-1	-3
[47] CN1CCN(c2nc(-c3cccc([N+](=O)[O-])c3)nc3ccccc23)CC1
  -2	20	6	4	-16	1.8	2	-1	7
[48] Cc1ccc(-c2ccc(=O)n(CC(=O)N3CCN(c4cccc(C)c4)C(C)C3)n2)cc1 (configuration not stated)
  0	4	-2	-1	0	4.4	-5	3	7
[49] O=C(CSc1ccc(Br)cc1)Nc1ccc(N2CCOCC2)cc1
  -1	1	-1	0	5	-0.4	5	0	3
[50] CC(C)c1cccc(OCCN2CCCC2)c1
  -1	0	3	-1	-7	0.6	6	-4	-1
[51] O=C(Nc1ccc(S(=O)(=O)Nc2nccs2)cc1)C1CC(=O)N(c2ccccc2)C1 (configuration not stated)
  -3	2	3	-1	12	1.3	0	-5	6
[52] O=C(Cn1cc(C(F)(F)F)ccc1=O)NC(c1ccccc1)c1ccccc1
  6	-3	2	-2	-7	5.2	-3	2	3
[53] CCCN=C1NC(=O)C(CC(=O)NCCc2ccc(OC)c(OC)c2)S1 (configuration not stated)
  1	-3	-1	-1	-33	4.3	0	5	-20
[54] CC(=O)c1ccc(NC(=O)CCNC(=O)c2ccc(Cl)cc2)cc1
  2	-1	2	1	0	0.3	-4	-2	7
[55] O=C(N/N=C/c1ccc(OC(F)F)cc1)c1cc[n+]([O-])cc1
  -1	5	-8	6	3	0.1	-16	-5	-6
